# Assay outcomes deposited in PubChem BioAssay by several laboratories.
# TCR CD3 inh: inhibitors of human TCR-CD3 interaction, primary screen, biochemical, fluorescence, TAMRA-labeled TCR probe; T-cell receptor (TCR); inhibition, % at 9.4 µM; 360,000 compounds, 0.37% hits; AID 651800, 2012; in the data active means inhibition above about 19%;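 further: recombinant mutant TCR 2C K166C tagged with TAMRA read by polarization; 0% = receptor in buffer alone and 100% = receptor with positive control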
# HTRA1 inh: HTRA1 serine protease inhibitors, primary screen, biochemical, fluorescence polarization, HTS; recombinant HTRA1, FP-rhodamine activity-based probe; inhibition, % at 5.96 µM; 340,000 compounds, 0.5% hits; AID 504803, 2011; in the data active means inhibition above about 36%;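 further: 0% = enzyme with DMSO and 100% = wells lacking enzyme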
# NR1D1 modulator: modulators of Rev-erb alpha DNA binding, primary screen, biochemical, FITC-DNA, fluorescence polarization, uHTS; Rev-erbα–FITC-DNA binding, 90 min; activity, % at 10 µM; 370,000 compounds, 0.79% hits;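 active means activity above about 14%, limit read from the data; passing the limit was not always enough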;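 further: 0% = DMSO wells with 35 nM protein and 100% = DMSO wells with 750 nM protein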
# Target sequence (P20393 whole entry, looked up): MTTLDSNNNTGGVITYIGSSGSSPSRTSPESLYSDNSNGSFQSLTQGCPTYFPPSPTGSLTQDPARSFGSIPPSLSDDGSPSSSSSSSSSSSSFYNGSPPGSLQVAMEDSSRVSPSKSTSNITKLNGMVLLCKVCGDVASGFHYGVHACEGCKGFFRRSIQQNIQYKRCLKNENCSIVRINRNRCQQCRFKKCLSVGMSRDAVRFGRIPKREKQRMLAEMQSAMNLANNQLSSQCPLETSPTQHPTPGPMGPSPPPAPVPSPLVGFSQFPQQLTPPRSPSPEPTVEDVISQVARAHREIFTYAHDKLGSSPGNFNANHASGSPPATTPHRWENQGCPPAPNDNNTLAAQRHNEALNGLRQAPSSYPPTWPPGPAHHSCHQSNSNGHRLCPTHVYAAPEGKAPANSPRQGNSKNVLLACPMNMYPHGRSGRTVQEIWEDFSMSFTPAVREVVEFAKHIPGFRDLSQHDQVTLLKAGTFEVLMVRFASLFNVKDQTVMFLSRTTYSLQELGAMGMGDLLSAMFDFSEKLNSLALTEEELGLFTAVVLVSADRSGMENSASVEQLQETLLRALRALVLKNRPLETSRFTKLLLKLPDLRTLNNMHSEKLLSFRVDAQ
# TDP2 absorb: human TDP2 enzyme inhibitors, primary screen, biochemical, epi absorbance, recombinant enzyme. Tyrosyl-DNA phosphodiesterase 2 (Homo sapiens), O95551. T5PNP hydrolysis, p-nitrophenol absorbance 415 nm. inhibition, % at 12.8 µM. 370,000 compounds, 0.34% hits;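 active means inhibition above the mean of all tested compounds plus 3 SD, set per campaign, cut at about 25% in these data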;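 further: 0% = DMSO with enzyme and 100% = buffer with substrate but no TDP2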
#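 Evaluation: % inhibition relative to enzyme-containing and enzyme-free wells. Material: recombinant human TDP2. Benchmarks: enzyme-free and DMSO wells. Timing: enzyme reaction with compound for 2 h at 37 °C. Compound dosing: 12.8 µM only. Measured by: p-Nitrophenol epi absorbance. Reagent: T5PNP substrate at 5 mM, a TopII-DNA adduct mimic. Replication: single well per compound.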
# LEDGF integ inh: blockers of LEDGF/p75-dependent integrase strand transfer – biochemical, TR-FRET, high throughput, primary screen | TR-FRET IN-LEDGF/p75 DNA integration, Eu/Cy5 | inhibition, % at 3.7 µM | AID 743269, 2014 | 370,000 compounds, 0.64% hits | HIV-1 integrase (with human LEDGF/p75);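 active means inhibition above the screen-wide mean plus 3 SD, cut at about 13% in these data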;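 further: signal is the Cy5 over europium emission ratio at 671 and 618 nm; 0% = plate median of compound wells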
# SIAE primary: human SIAE inhibitors, primary screen, biochemical, fluorescence polarization, FP-Rh probe, 1536-well HTS; SIAE FP-Rh probe binding; AID 1053197, 2014; inhibition, % at 9.66 µM; Sialate O-acetylesterase (Homo sapiens), Q9HAT2; 370,000 compounds, 0.69% hits;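 active means inhibition above a cutoff: mean of compounds within the control limits plus 3 SD of those, cut at about 17% in these data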;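 further: 0% = plate median of compound wells and 100% = probe without SIAE protein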
# Target sequence (Q9HAT2 whole entry, looked up): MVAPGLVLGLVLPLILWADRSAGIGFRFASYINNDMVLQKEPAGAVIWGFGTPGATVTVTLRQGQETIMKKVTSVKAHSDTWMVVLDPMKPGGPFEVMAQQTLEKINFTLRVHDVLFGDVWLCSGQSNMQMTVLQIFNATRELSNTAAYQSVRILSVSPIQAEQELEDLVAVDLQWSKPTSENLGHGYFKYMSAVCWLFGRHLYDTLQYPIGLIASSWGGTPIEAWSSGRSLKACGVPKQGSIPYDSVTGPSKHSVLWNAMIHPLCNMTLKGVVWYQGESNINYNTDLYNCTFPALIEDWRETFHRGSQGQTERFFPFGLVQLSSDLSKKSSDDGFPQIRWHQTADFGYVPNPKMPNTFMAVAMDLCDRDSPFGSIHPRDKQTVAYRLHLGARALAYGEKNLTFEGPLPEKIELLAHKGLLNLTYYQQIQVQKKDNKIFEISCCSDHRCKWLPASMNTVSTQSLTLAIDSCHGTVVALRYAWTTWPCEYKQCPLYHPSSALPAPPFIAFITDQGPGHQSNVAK
# PRMT1 inh: PRMT1 methyltransferase inhibitors, primary screen, biochemical, fluorescence polarization | Protein arginine N-methyltransferase 1 (Homo sapiens), Q99873 | recombinant PRMT1, activity-based probe fluorescence polarization | inhibition, % at 2.79 µM | 370,000 compounds, 1.3% hits | AID 652257, 2013;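 active means inhibition above about 21% made by adding two undisclosed values, limit read from the data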
# PG9 binder: binders of HIV-1 gp120 antibody PG9, primary screen, biochemical, TR-FRET; inhibition, % at 6.7 µM; 360,000 compounds, 0.43% hits; HIV-1 gp120 / PG9 antibody interaction; TR-FRET gp120-PG9 antibody binding; in the data active means inhibition above about 8.5%
# ABHD4 inh: ABHD4 inhibitors, primary screen, biochemical, fluorescence polarization, mouse. (Lyso)-N-acylphosphatidylethanolamine lipase (Mus musculus), Q8VD66. purified mABHD4, FP-Rh probe fluorescence polarization. inhibition, % at 8.92 µM. 370,000 compounds, 0.54% hits;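 active means inhibition exceeding the mean over every tested compound plus 3 SD, cut at about 30% in these data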;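 further: 0% = plate median of compound wells and 100% = S159A mutant with DMSO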
#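 Assay system: Wild-type mouse ABHD4 protein | Medium: HEPES pH 7.0 buffer, 150 mM NaCl, 0.01% Pluronic F-127 | Incubation: Enzyme–compound pre-incubation 45 min, then probe 60 min, both 25 °C | Technique: Fluorescence polarization with parallel and perpendicular emission, 525/598 nm | Evaluation: % inhibition of FP-Rh probe binding versus controls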
# rCAG RNA binder: binders of r(CAG) RNA repeats, primary screen, biochemical, fluorescence | r(CAG) RNA repeat, TO-PRO-1 dye displacement fluorescence | inhibition, % at 3 µM | 370,000 compounds, 1.3% hits | AID 651821, 2012;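 active means inhibition above the plate cutoff, the mean of all test compounds on that plate plus 3 SD, cut at about 35% in these data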;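 further: 0% = DMSO alone and 100% = 100 µM mitoxantrone as full dye displacement; higher means more dye released from RNA so lower well fluorescence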
# * = called active by the depositor; / = not tested or not shown; & = joins results of further samples. Only part of the results is shown; the hit share may differ from the screen's.
SMILES,TCR CD3 inh,HTRA1 inh,NR1D1 modulator,TDP2 absorb,LEDGF integ inh,SIAE primary,PRMT1 inh,PG9 binder,ABHD4 inh,rCAG RNA binder
O=C1c2ccccc2NC(c2ccco2)N1/N=C/c1ccco1 (configuration not stated),4,5,-1,1,1,4,0,0.9,10,2
CC(=O)Nc1ccc2nc(SCC(=O)N3CCOCC3)sc2c1,-2,2,-1,9,0,-1,-2,-3.2,1,0
O=C(c1ccccc1F)N1CCN(c2ccccc2F)CC1,12,4,8,6,0,-2,-1,3.3,-2,-6
CCOC(=O)CC1(NC(=O)C2CCC(=O)N(CCc3ccccc3)C2)CCCCC1 (configuration not stated),4,-1,1,5,-1,-1,-8,-1.3,-1,-9
O=C(CC(C(=O)O)c1ccccc1)Nc1ccccc1 (configuration not stated),9,5,1,6,1,-3,0,-1.7,-3,0
CCN1C(=O)[C@H]2[C@@H](c3ccc(C)cc3)N3C(=O)N(c4ccc(C(F)(F)F)cc4)C(=O)[C@@]3(Cc3ccccc3)[C@H]2C1=O,0,11,-2,2,-2,-109,1,0.3,-4,9
O=C(OCC#CCSc1nnc(-c2cccc3ccccc23)o1)C1CC1,/,/,-1,2,0,-5,1,/,-8,/
CN1CCN(S(=O)(=O)c2cccc(C(=O)Nc3ccccc3N3CCCC3)c2)CC1,5,-1,-1,4,2,2,-1,-2.7,0,-7
Cc1cc(=O)[nH]c2nnnn12,5,6,-1,-3,0,-14,0,-0.1,-3,-4
COc1ccc(N=NC2=C(O)CC(C)(C)CC2=O)c(OC)c1,1,5,/,-12,-1,-5,-7,-6.7,-6,-14
COCCCNC1=C(C#N)C(=O)NC(c2cccc([N+](=O)[O-])c2)S1 (configuration not stated),0,5,-7,-1,3,-2,-1,-1.1,-3,0
COc1cccc(N2C(C(C)=O)=NN(c3ccccc3)C2c2ccc(N3CCOCC3)cc2)c1 (configuration not stated),-7,-4,-2,8,0,5,3,-1.1,-9,6
O=C(CSc1nc2ccccc2o1)NC1CCS(=O)(=O)C1 (configuration not stated),3,6,-4,5,1,-1,0,-0.2,2,1
Cc1cc(=O)oc2cc(OCC(=O)NC3(C#N)CCCCC3)ccc12,4,-1,-3,-8,0,3,-1,-1.5,-1,1
O=c1c[n+]([O-])c2ccccc2n1OCc1ccccn1,-4,-2,1,-9,3,0,4,-0.1,-4,4
CN(C)CCCN(C(=O)C1=COCCO1)c1nc2ccc(Br)cc2s1,5,7,-2,1,1,-5,3,1.0,12,1
COC(=O)c1sc(NC(=O)CSc2nnnn2C)nc1C,-3,3,2,-6,-10,4,5,-0.2,-3,-1
COC(=O)[C@H]1C2CCC(C(=O)OC)(CC2)[C@H]1C(=O)OC,0,8,8,-7,-1,-3,-1,0.4,-3,-3
O=C(O)c1ccccc1C(=O)Nc1ccc(-n2ccc(C(F)(F)F)n2)cc1,-2,0,-5,6,3,0,5,-0.1,-1,1
CC(=O)Nc1sc(C)c(C)c1C(=O)OCC(=O)N(C)C1CCS(=O)(=O)C1 (configuration not stated),10,5,3,2,1,8,-1,-0.8,-1,-2
Cc1cc([N+](=O)[O-])nn1CC(=O)N(C)Cc1ccccc1,-5,2,-5,1,-1,-4,7,-0.9,3,1
CCN(c1ccccc1)S(=O)(=O)c1ccc(Cl)c(NC(=O)CNC(C)c2ccccc2)c1 (configuration not stated),-7,-7,5,-5,-3,-1,3,-0.3,7,0
O=C(c1cccc(Br)c1)N1CCN(c2ccccn2)CC1,6,/,-4,-1,-2,-2,-4,-2.5,2,-4
Cc1c(-c2csc(N)n2)cnn1C,8,-1,8,4,1,-3,-2,-0.2,-1,0
Cc1cc(-c2ccc(C)c(S(=O)(=O)N3CCN(c4ccc([N+](=O)[O-])cc4)CC3)c2)on1,-2,-4,-3,-11,0,2,-3,-1.0,-2,2
Cc1occc1C(=O)NNC(=O)Nc1ccc([N+](=O)[O-])cc1,13,-2,-6,5,2,-1,3,-0.3,3,3
Cc1nnc(NC(=O)C2CCCC2)s1,5,2,1,14,0,9,-1,1.0,4,-2
CC1=C(O)C(=O)C(C2=C(O)C(=O)C(C)=C(O)C2=O)=C(O)C1=O,0,33,9,-6,1,7,29*,-17,40*,-2
COc1ccc(C(CNC(=O)c2cc(=O)[nH]c3ccccc23)N2CCCC2)cc1 (configuration not stated),0,4,-2,2,0,-3,-2,-0.8,-5,2
CCOC(=O)C1Cc2ccccc2C(=O)O1 (configuration not stated),0,1,-3,0,0,-3,-2,0.8,1,-3
CSc1nnc2c(n1)OC=Nc1ccccc1-2,-2,3,-4,-5,-1,-4,-1,-2.2,0,-1
CCCc1nn(C)c2c(=O)[nH]c(-c3cc(S(=O)(=O)N4CCN(C)CC4)ccc3OCC)nc12,1,1,-11&3,2,3,6,-3,-1.1,1,1
O=C(Cc1ccc(Cl)cc1)NNC1CC(=O)N(c2ccc3ccccc3c2)C1=O (configuration not stated),-10,-5,2,-17,8,-7,-1,0.6,-18,15
COCCOc1ccc(C(F)(F)F)cc1NC(=O)CN1C(=O)NC2(CCCc3ccccc32)C1=O (configuration not stated),-8,-19,-4,-19,5,-8,-2,-4.6,-24,2
NS(=O)(=O)c1ccc(CCNS(=O)(=O)c2ccc(Cl)s2)cc1,-2,-6,-3,-2,-7,4,1,-0.4,2,4
CCOC(=O)COc1coc(CN2CCN(c3ccccc3)CC2)cc1=O,6,-1,7,8,1,1,2,-0.9,3,-1
COc1ccc(C(=O)N/C(=C\c2cn(C)c3ccccc23)C(=O)NCCCn2ccnc2)cc1OC,3,2,-3,0,2,2,-3,-1.9,5,-2
Cc1ccc2c(c1)c1c(n2CC2COC(C)(C)O2)C(=O)CCC1 (configuration not stated),5,-2,-3,10,0,-3,1,2.2,4,-6
O=C(COC(=O)c1cccs1)Nc1ccc(S(=O)(=O)N2CCOCC2)cc1,-4,0,0,-5,0,1,3,2.0,-4,4
CCN(CC)S(=O)(=O)c1ccc(NC(=O)c2cccc3c2C(=O)N(CCOC)C3)cc1,2,0,4,9,-1,4,2,0.2,5,6
Cc1ccc(C)c(NC(=O)Nc2ccc3c(c2)OCO3)c1,-15,4,-8,-4,-2,-6,1,-3.5,5,-4
CC(=O)C1C(c2ccc(F)cc2)c2c(noc2C)CC1(C)O (configuration not stated),0,/,-11,0,1,1,2,1.2,-2,-3
Cc1ccc(C)c(S(=O)(=O)Nc2ccc(C(=O)N3CC(C)OC(C)C3)cc2)c1 (configuration not stated),0,-2,-7,6,5,-1,0,-0.7,0,1
CCCc1ccc2oc(C(=O)N(C)Cc3nccs3)c(C)c2c1,-4,-10,3,-9,-3,1,4,-1.1,3,-8
Cc1ccc(C(=O)NCCN2C3=NC[C@@H](Cc4ccccc4)N3C[C@H]2Cc2ccc(O)cc2)cc1Br,5,-23,5,-1,-2,3,0,-1.4,20,13
CCC(=O)Nc1nc(C)cc(SCC(=O)OC)n1,0,6,-2,2,3,-7,-4,-0.1,-5,-1
CCOC(=O)C1(S(=O)(=O)c2ccccc2)CCN(Cc2ccccc2)CC1,9,-8,0,-6,-1,-3,-3,-1.0,0,-10
CCc1nc(NCCC(C)C)c(C#N)c2c1CCCC2,2,8,2,9,0,-2,-3,-0.5,2,1
CCOCCCNC(=O)CSCc1nc(-c2ccc(SC)cc2)oc1C,-2,-5,3,1,2,3,-2,-0.4,-9,-3
O=S(=O)(c1ccc(F)cc1)N1CCN(c2ccccn2)CC1,0,-6,0,10,1,0,1,-0.8,-1,-2
CNNC(=S)Nc1cccc(SC)c1,0,3,-5,-13,-2,4,2,-0.8,-3,-3
C[C@@H]1CN([C@@H](C)CO)C(=O)CCCn2cc(nn2)CO[C@H]1CN(C)C(=O)c1ccncc1,1,/,5,12,-1,3,1,1.2,-1,1
O=C(CC1C(=O)NCCN1Cc1ccccc1)NC1CCCCCC1 (configuration not stated),-2,-2,1,-10,5,-5,-5,-0.1,2,1
Cn1nc(C(F)(F)F)c(/C=N/OC(=O)c2ccccc2)c1Cl,7,-6,3,0,0,-3,0,0.6,3,-2
CC1=C(C(=O)OC2CCCCC2)C(c2ccc(F)cc2)NC(=O)N1 (configuration not stated),4,-13,5,-10,9,1,-4,-1.6,-16,-6
O=C(c1ccccc1)N(Cc1ccco1)C1CCS(=O)(=O)C1 (configuration not stated),-4,0,-4,-1,6,7,-1,1.1,1,-3
C=CCn1c(SCC(=O)Nc2nc3ccccc3s2)nnc1-c1ccccc1O,1,-19,3,-6,-2,-11,-1,-0.8,-11,6
COc1ccc(CC/C(C)=N\NC(N)=O)cc1,1,-4,-3,0,3,-1,0,-3.2,1,1
Cc1sc2ncnc(N3CCOCC3)c2c1C,6,4,-4,11,1,0,1,-1.7,-1,-1
Cc1nc(-n2[nH]c3c(c2=O)CCCC3)[nH]c(=O)c1Cc1ccccc1,-2,6,-2,7,6,8,-1,-0.9,3,9

# Molecules listed so far with a COOH group (two):
SMILES,TCR CD3 inh,HTRA1 inh,NR1D1 modulator,TDP2 absorb,LEDGF integ inh,SIAE primary,PRMT1 inh,PG9 binder,ABHD4 inh,rCAG RNA binder
O=C(CC(C(=O)O)c1ccccc1)Nc1ccccc1 (configuration not stated),9,5,1,6,1,-3,0,-1.7,-3,0
O=C(O)c1ccccc1C(=O)Nc1ccc(-n2ccc(C(F)(F)F)n2)cc1,-2,0,-5,6,3,0,5,-0.1,-1,1

# (list continues)
SMILES,TCR CD3 inh,HTRA1 inh,NR1D1 modulator,TDP2 absorb,LEDGF integ inh,SIAE primary,PRMT1 inh,PG9 binder,ABHD4 inh,rCAG RNA binder
CC(Oc1ccc(F)cc1)C(=O)N(CCC1=CCCCC1)c1c(N)n(Cc2ccccc2)c(=O)[nH]c1=O (configuration not stated),-3,-13,-3,-2,5,3,-2,-0.4,0,2
CCC(C(=O)Nc1sc(C(N)=O)c(C)c1C(=O)OC)c1ccccc1 (configuration not stated),5,-20,0,8,1,4,-2,-1.7,-4,1
C=C[C@H]1[C@H](O[C@@H]2O[C@H](CO)[C@@H](O)[C@H](O)[C@H]2O)OC=C2C(=O)OCC[C@]21O,-2,-1,5,4,2,-3,-1,-2.5,3,2
C[C@@H]1CCCCO[C@H](CN(C)S(=O)(=O)c2cn(C)cn2)[C@@H](C)CN([C@H](C)CO)C(=O)c2cc(NC(=O)CCCN(C)C)ccc2O1,0,/,4,9,-2,8,3,-2.5,11,4
